mHTT-CaM PPI inh: inhibitors of human mutant huntingtin-calmodulin interaction | AlphaScreen His-mHTT/GST-CaM binding, luminescence | inhibition, % at 15 µM | 190,000 tested, 3.6% active;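 note: 0% = both proteins with DMSO and 100% = one protein alone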
Pf apPOL block: Pf-apPOL DNA polymerase inhibition. Recombinant Pf-apPOL, molecular beacon fluorescence, 1.5 h. inhibition, % at 10 µM. 210,000 tested, 0.25% active
An asterisk follows results filed as active; / = not tested or not shown; & = joins results of further samples. Cut-off read from the data, not from the text of the source: active = inhibition above about 50%; inactive = the rest. Random draw from the library (roughly 3.7% active in at least one column).

SMILES | mHTT-CaM PPI inh | Pf apPOL block
Cc1ccc(Cl)cc1-n1ccnc(NC(=O)Nc2ccccc2)c1=O | -3 | -2
Cc1ccc(OCC(=O)Nc2ccc(OCC(=O)O)cc2)cc1C | 2 | -1
Cc1nc2c(C(=O)NCCCN(C)C)cnn2c(C)c1Cc1c(F)cccc1Cl | 30 | -6
COc1ccc([N+](=O)[O-])cc1NC(C)=O | -6 | 4
O=C(O)c1cc([N+](=O)[O-])ccc1Oc1cncc(Cl)c1 | / | 8
COc1ccccc1CC(=O)N1CCCN(c2ncccc2-c2nc(C3CC3)no2)CC1 | -5 | -6
COc1ccc(N2CCN(c3ncc4c(n3)CCN(Cc3cccc(OC)c3)C4)CC2)cc1 | 40 | -2
CN(C)C(=O)c1cc2c(s1)CCC(C(=O)NCc1ccccc1Cl)C2 (configuration not stated) | 3 | -4
C=CCn1c(=N)c(S(=O)(=O)c2ccc(C)cc2)cc2c(=O)n3cc(C)ccc3nc21 | 2 | -5
COc1ccc(N2CCN(C(=O)C(C)Sc3ccc(Cl)cc3)CC2)cc1 (configuration not stated) | 31 | -6
COc1ccc(CNC(=O)CSc2nnc(C(c3ccccc3)c3ccccc3)n2C)cc1 | 14 | 0
O=C(Nc1ccc(Br)cn1)c1cc([N+](=O)[O-])ccc1Cl | 5 | 3
Cc1cccc(C(=O)N2CCc3c(c(C(=O)NCc4ccc5c(c4)OCO5)nn3C)C2)c1 | 62* | -8
Cc1ccc(C)c(NC(=O)N2CCCC2c2cc(C)on2)c1 (configuration not stated) | -4 | -2
COc1cc(O)c(C(CCN2CCCC(C)C2)c2cc(OC)c(OC)c(OC)c2)c(OC)c1 (configuration not stated) | 9 | -6
N#CCn1cnc2c(-c3ccc(Br)cc3)csc2c1=O | 10 | -15
CC[C@@H]1CC=C[C@H]2[C@H]1C(=O)N(Cc1ccccc1)[C@H]2c1ccc(OC)c(Cl)c1 | 9 | -8
CCOc1ccccc1C(=O)Nc1ccc(Cl)cc1F | -10 | -2
CC1CCCCN1C(=O)Cn1c(=O)n(C2CCCCC2)c(=O)c2ccccc21 (configuration not stated) | -23 | 4
O=C(Cc1ccc2c(c1)OCCO2)c1c(O)cc(O)cc1O | 15 | -14
Cc1ccc(S(=O)(=O)N2CCCCC2CCNS(=O)(=O)C2CC2)cc1 (configuration not stated) | -7 | -1
CCc1ccc2ncc(C#N)c(N3CCC(C(=O)NCc4ccc(F)cc4)CC3)c2c1 | -5 | -4
COc1ccc(CCNC2CC(=O)N(C3CCCCC3)C2=O)cc1OC (configuration not stated) | -2 | 2
CCCc1ccc(Oc2c(C(F)(F)F)oc3cc(O)ccc3c2=O)cc1 | 4&9 | 0&-6
CCOC(=O)c1c(Nc2ccccc2)sc([N+](=O)[O-])c1N | / | 1
(more compounds)
SMILES | mHTT-CaM PPI inh | Pf apPOL block
O=C1CSC(CS(=O)(=O)Cc2cccc(C(F)(F)F)c2)=N1 | / | 9
O=c1cc(CO)oc(CN2CCOCC2)c1O | -4 | -8
CN1C(=O)CC(NCc2ccc3c(c2)OCO3)C1=O (configuration not stated) | -3 | -1
O=C(Nc1ccccc1[N+](=O)[O-])C1=NN=CC1[N+](=O)[O-] (configuration not stated) | 15 | -3
CSc1ccccc1NC(=O)C1CC(c2ccccc2F)=NO1 (configuration not stated) | -2 | -3
Cn1cc(CCNC(=O)C2CCCC2)c2cccnc21 | -6 | -1
COc1ccc(/C=C2\SC(=O)N(c3cccc(C)c3)C2=O)cc1 | 3 | 3
Cc1ccc2[nH]c(=O)c(-c3nc(-c4ccccc4Br)no3)c(O)c2c1 | -10 | -2
CCCN1CCN(C(=O)C2CC(=O)N(CCc3ccc(OC)c(OC)c3)C2)CC1 (configuration not stated) | 2 | 4
COc1ccc([N+](=O)[O-])cc1NC(=O)c1ccc(C)c(Br)c1 | 8 | -2
COc1ccc(CC(=O)NCC2(O)CCCC2)cc1OC | 1&-18 | -4&-3
CC(C)CCNC(=O)c1cnn2c(-c3ccc(C(C)C)cc3)ccnc12 | -45 | -3
Cc1cc(C)c2c(-n3cccc3)c(C(=O)O)sc2n1 | 3 | 1
Cc1ccc(F)c(NC(=O)C2CN(S(C)(=O)=O)CC23CCCCC3)c1 (configuration not stated) | 7 | 5
Cc1cc(C(=O)N2CCC(CCOc3ccccc3)CC2)no1 | 2 | -7
COC(=O)C(N)c1ccc2ccccc2c1 (configuration not stated) | -4 | 0
COc1cccc(OC)c1C(=O)N=c1sc2cc(F)ccc2n1C | 1 | -3
O=C(CSc1cc(N2CCCCC2)ncn1)NCc1ccco1 | -12 | -7
CCOCCCNC(=O)CN1C(=O)/C(=C/c2ccccc2C)Sc2ccccc21 | 15 | 74*
COc1ccccc1C1C2=C(CCCC2=O)Nc2nc(SCc3ccccc3)nn21 (configuration not stated) | 15 | -11
Cc1ccccc1C(=O)N1CCCN(Cc2nc3ccc(F)cc3o2)CC1 | 23 | -14
O=C1CSC(c2cccc([N+](=O)[O-])c2)N1c1ccc(Cl)c(Cl)c1 (configuration not stated) | 18 | 7
CCCc1[nH]nc2c1C(c1c(OC)cc(OC)cc1OC)C(C#N)=C(N)O2 (configuration not stated) | 4 | 4
COc1ccc(OC)c(NC(=O)C2CCc3sc(C(=O)N4CCOCC4)cc3C2)c1 (configuration not stated) | 13 | -4
CN(C)C(=O)C1CC(=O)N(c2ccccc2)C1 (configuration not stated) | 2 | -2
Remaining list, next part.
SMILES | mHTT-CaM PPI inh | Pf apPOL block
COc1ccc(NC(=O)Nc2cc(C)ccn2)cc1 | -3 | -4
CCc1nnc(-c2ccc(NC(=O)c3ccc(C)cc3)cc2)o1 | -4 | -2
O=C(/C=C/c1ccc(-c2cccc([N+](=O)[O-])c2)o1)c1ccco1 | 45 | -2
Cc1ccccc1C1C(C#N)=C(SCc2ccccc2)NC(=O)C1C#N (configuration not stated) | -2 | 1
Cc1sc(-n2cccc2)c(C(=O)O)c1C | 8 | -1
C#CCn1nnc(-c2cc(C(F)(F)F)cc(C(F)(F)F)c2)n1 | / | -8
Cc1ccc(S(=O)(=O)Nc2ccnc3ccccc23)cc1 | 8 | -3
COc1ccc(OC)c(N2C=C(C#N)S(=O)(=O)c3ccc(C)cc32)c1 | 1 | -1
CCOC(=O)C(C)Oc1ccc2c(c1)OC(=Cc1ccc3c(c1)OCO3)C2=O (configuration not stated) | 4 | -2
COCCCNC(=O)C1CCN(c2nccnc2Sc2cccc(C)c2)CC1 | 3 | -3
O=C(NCCCN1CCCC1)C1CCCN(c2nc3ccccc3o2)C1 (configuration not stated) | 5 | -10
CCOc1ccc2nc(SCC(=O)Nc3ccc(F)cc3)[nH]c2c1 | 1 | 11
COc1ccc2c(-c3cc4ccccc4o3)cc(=O)oc2c1 | -2 | 4
FC(F)(F)c1cc(-c2ccncc2)n[nH]1 | / | -7
COc1ccc(CNCCC2(c3ccccc3)CC(C)N(C)CC2C)cc1OC (configuration not stated) | -1 | 1
COc1nccc(N2CCC(CC(=O)N3CCN(CC(=O)N4CCCC4)CC3)CC2)n1 | 0 | -6
CCN1C(=O)c2cccnc2Sc2cc(NC(=O)Cc3ccc(C)cc3)ccc21 | 15 | -17
CC(=O)Nc1ccc(S(=O)(=O)Nc2ccc(Cl)cc2F)cc1 | -1 | 2
O=C(c1ccc2c(c1)CC(=O)N2Cc1ccccc1)N1CCCCC1 | 33 | -5
N#Cc1cc2c(nc1SCC(=O)Nc1ccc(F)cc1)CCCC2=O | 11 | -4
CC1CCN(S(=O)(=O)c2ccc3c(c2)-c2oncc2CO3)CC1 | -8 | -1
CCCNC(=O)c1csc(-c2ccc(OC)cc2Cl)n1 | 2 | -13
N#C/C(=C\c1cccc(O)c1)c1nc2ccccc2[nH]1 | 42 | -3
COCC(=O)N1CCC(c2nncn2-c2ccccc2)CC1 | -4 | 1
COCCN1C(=O)Cc2ccccc2C1C(=O)NCc1ccccc1Br (configuration not stated) | 3 | -3

Laid out differently: results already given.
SMILES	mHTT-CaM PPI inh	Pf apPOL block
CN(C)C(=O)C1CC(=O)N(c2ccccc2)C1 (configuration not stated)	2	-2
COc1ccc(NC(=O)Nc2cc(C)ccn2)cc1	-3	-4
CCc1nnc(-c2ccc(NC(=O)c3ccc(C)cc3)cc2)o1	-4	-2
O=C(/C=C/c1ccc(-c2cccc([N+](=O)[O-])c2)o1)c1ccco1	45	-2
Cc1ccccc1C1C(C#N)=C(SCc2ccccc2)NC(=O)C1C#N (configuration not stated)	-2	1
Cc1sc(-n2cccc2)c(C(=O)O)c1C	8	-1
C#CCn1nnc(-c2cc(C(F)(F)F)cc(C(F)(F)F)c2)n1	/	-8
Cc1ccc(S(=O)(=O)Nc2ccnc3ccccc23)cc1	8	-3
COc1ccc(OC)c(N2C=C(C#N)S(=O)(=O)c3ccc(C)cc32)c1	1	-1
CCOC(=O)C(C)Oc1ccc2c(c1)OC(=Cc1ccc3c(c1)OCO3)C2=O (configuration not stated)	4	-2
COCCCNC(=O)C1CCN(c2nccnc2Sc2cccc(C)c2)CC1	3	-3
O=C(NCCCN1CCCC1)C1CCCN(c2nc3ccccc3o2)C1 (configuration not stated)	5	-10
CCOc1ccc2nc(SCC(=O)Nc3ccc(F)cc3)[nH]c2c1	1	11
COc1ccc2c(-c3cc4ccccc4o3)cc(=O)oc2c1	-2	4
FC(F)(F)c1cc(-c2ccncc2)n[nH]1	/	-7
COc1ccc(CNCCC2(c3ccccc3)CC(C)N(C)CC2C)cc1OC (configuration not stated)	-1	1
COc1nccc(N2CCC(CC(=O)N3CCN(CC(=O)N4CCCC4)CC3)CC2)n1	0	-6
CCN1C(=O)c2cccnc2Sc2cc(NC(=O)Cc3ccc(C)cc3)ccc21	15	-17
CC(=O)Nc1ccc(S(=O)(=O)Nc2ccc(Cl)cc2F)cc1	-1	2
O=C(c1ccc2c(c1)CC(=O)N2Cc1ccccc1)N1CCCCC1	33	-5
N#Cc1cc2c(nc1SCC(=O)Nc1ccc(F)cc1)CCCC2=O	11	-4
CC1CCN(S(=O)(=O)c2ccc3c(c2)-c2oncc2CO3)CC1	-8	-1
CCCNC(=O)c1csc(-c2ccc(OC)cc2Cl)n1	2	-13
N#C/C(=C\c1cccc(O)c1)c1nc2ccccc2[nH]1	42	-3
COCC(=O)N1CCC(c2nncn2-c2ccccc2)CC1	-4	1
COCCN1C(=O)Cc2ccccc2C1C(=O)NCc1ccccc1Br (configuration not stated)	3	-3

Single records, from the list above. Screens in order: mHTT-CaM PPI inh	Pf apPOL block
Results for COc1cccc(OC)c1C(=O)N=c1sc2cc(F)ccc2n1C : 1	-3
Results for O=C(Cc1ccc2c(c1)OCCO2)c1c(O)cc(O)cc1O : 15	-14

Next part:
SMILES | mHTT-CaM PPI inh | Pf apPOL block
Cc1cn(CC(=O)N(C)C)c(=NC(=O)c2ccccc2F)s1 | 1 | -3
Cc1ccsc1C(=O)Nc1ccc(-n2c(C)nc3ccccc3c2=O)cc1 | 17 | -6
O=C(Nc1cccn2nc(C3CCC3)nc12)c1ccc(C(F)(F)F)s1 | 0 | -1
Cc1ccc(N2CCC(NC(=O)c3ccccc3)C2=O)cc1 (configuration not stated) | -3 | -1
N#C/C(=C/c1ccc2c(c1)OCO2)c1ccc(Cl)cc1Cl | -10 | /
Cc1cc(=O)oc2c3c(ccc12)OCN(c1ccc(Cl)cc1)C3 | 27 | 2
Cc1cccc(C(=O)Nc2ccc(S(=O)(=O)Nc3cc(C)on3)cc2)c1 | 10 | 10
O=c1/c(=C/c2ccc(O)c(Br)c2)sc2nc3ccccc3n12 | 10 | -1
COc1ccc(Br)cc1C=C1Oc2c(ccc(O)c2CN2CCN(C)CC2)C1=O | -1 | -2
O=C1NC(c2ccc(C(F)(F)F)cc2)Oc2ccccc21 (configuration not stated) | 0 | -2
COCCNC(=O)c1cccc(C2CCCN(C(=O)Nc3ccc(Cl)cc3)C2)c1 (configuration not stated) | -3 | -5
CCn1c(C2CCN(S(=O)(=O)c3cccc(Cl)c3)C2)nc2cccnc21 (configuration not stated) | 2 | 0
COc1cccc(-n2nc(C(=O)Nc3ccc4c(c3)OCCO4)c3ccccc3c2=O)c1 | -3 | -5
Cc1cc(C)c(C(=O)Nc2cc(C(=O)Nc3ccccc3)ccc2Cl)c(C)c1 | -16 | -4
COc1ccc(C(NC(=O)c2ccccc2)c2ccc3cccnc3c2O)cc1 (configuration not stated) | 100* | 3
Cc1ccc2nc(C(=O)NCCN(C)C)cn2c1 | -2 | -11
CCOc1ccccc1C=C1Oc2cc(OCC=C(C)C)ccc2C1=O | -6 | 0
COCCNC(=O)N1CCc2c(nc3cc(-c4ccc(OC)cc4)[nH]n3c2=O)C1 | 0 | -6
CC(=O)C(=CN(C)C)c1ncccc1[N+](=O)[O-] | / | 0
NNC(=O)c1cccc2cc[nH]c12 | / | 2
CC1(NC(=S)N2CCCCCC2)CCS(=O)(=O)C1 (configuration not stated) | -2 | -5
O=c1/c(=C/c2ccc([N+](=O)[O-])cc2)sc2nnc(-c3ccccc3)n12 | 3 | -3
COc1ccccc1C1CC(c2ccccc2Cl)Nc2ncnn21 (configuration not stated) | 6 | -1
Cc1ccc(Oc2c(C)[nH]c(=S)[nH]c2=O)cc1 | / | 1&2
CC1=C(C(=O)Nc2ccccc2)C(c2ccncc2)n2nnnc2N1 (configuration not stated) | 4 | -5
(continued)
SMILES | mHTT-CaM PPI inh | Pf apPOL block
CCc1cc(C(=O)N2CCCCC2)nc2cc(-c3ccccn3)nn12 | -6 | -7
Cc1nnc(-c2cc(C)n(CC(=O)Nc3ccc(Br)cc3C)c2C)o1 | 6 | 5
COc1ccc(C(C)=O)cc1CSc1ccc(Cl)cc1 | / | -17
Cc1sc2cc(C(=O)N3CCN(C)CC3)[nH]c2c1CN1CCOCC1 | 7 | -2
COCCN=C1Nc2ccccc2NC12CCCN(C(=O)Cc1c(F)cccc1Cl)C2 (configuration not stated) | 46 | 0
CN(CC(=O)O)c1ncc(-c2nnnn2-c2ccccc2)c(-c2ccccc2Cl)n1 | / | 0
COc1ccc(NC(=O)C2CCCN(c3cn[nH]c(=O)c3)C2)c(OC)c1 (configuration not stated) | 11 | -1
CCCN1CCn2cc(S(=O)(=O)Nc3cccc(C)c3)cc2C1=O | -4 | -1
NC(=O)c1ccc(NCc2ccco2)c([N+](=O)[O-])c1 | 6 | -4

Screens as filed in PubChem.
